Compound activity: PubChem BioAssay, National Center for Advancing Translational Sciences (NCATS)
N370S GC = inhibits or activates N370S mutant glucocerebrosidase. P04062. N370S GC spleen homogenate, 4MU-glucoside fluorescence. Potency, µM (doses to about 59.4 µM), inactives show at the highest dose activity change, negative = inhibition, actives largely listed as inhibitors. 0.092% of 330,000 active;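 further: 0% = full enzyme activity and -100% = no enzyme basal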
FEN1 inhibitor = human FEN1 inhibition. Recombinant FEN1 flap cleavage, fluorescence, 15 min. Potency, µM (top dose mostly 114 µM), inactives show top-dose activity change, negative = inhibition, usual class: inhibitors. 0.35% of 390,000 active. AID 588795; further: nearly all actives have a fitted effect of over 65% in size
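Read-out was taken twice, immediately and after 15 min, following addition of 50 nM substrate to 10 nM FEN1 that had sat with test compound for 15 min at room temperature. Curves came from a four-parameter Hill model.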
KAT2A inh = blocks human GCN5L2 histone acetyltransferase | 0.21% of 390,000 active | Q92830 | AID 504327 | GCN5L2 HAT assay, ThioGlo1 CoA-SH fluorescence | Potency, µM (series often up to 58.9 µM), for inactives: top-dose activity change, negative = inhibition, most hits filed as inhibitors
Target sequence (Q92830 whole entry, looked up): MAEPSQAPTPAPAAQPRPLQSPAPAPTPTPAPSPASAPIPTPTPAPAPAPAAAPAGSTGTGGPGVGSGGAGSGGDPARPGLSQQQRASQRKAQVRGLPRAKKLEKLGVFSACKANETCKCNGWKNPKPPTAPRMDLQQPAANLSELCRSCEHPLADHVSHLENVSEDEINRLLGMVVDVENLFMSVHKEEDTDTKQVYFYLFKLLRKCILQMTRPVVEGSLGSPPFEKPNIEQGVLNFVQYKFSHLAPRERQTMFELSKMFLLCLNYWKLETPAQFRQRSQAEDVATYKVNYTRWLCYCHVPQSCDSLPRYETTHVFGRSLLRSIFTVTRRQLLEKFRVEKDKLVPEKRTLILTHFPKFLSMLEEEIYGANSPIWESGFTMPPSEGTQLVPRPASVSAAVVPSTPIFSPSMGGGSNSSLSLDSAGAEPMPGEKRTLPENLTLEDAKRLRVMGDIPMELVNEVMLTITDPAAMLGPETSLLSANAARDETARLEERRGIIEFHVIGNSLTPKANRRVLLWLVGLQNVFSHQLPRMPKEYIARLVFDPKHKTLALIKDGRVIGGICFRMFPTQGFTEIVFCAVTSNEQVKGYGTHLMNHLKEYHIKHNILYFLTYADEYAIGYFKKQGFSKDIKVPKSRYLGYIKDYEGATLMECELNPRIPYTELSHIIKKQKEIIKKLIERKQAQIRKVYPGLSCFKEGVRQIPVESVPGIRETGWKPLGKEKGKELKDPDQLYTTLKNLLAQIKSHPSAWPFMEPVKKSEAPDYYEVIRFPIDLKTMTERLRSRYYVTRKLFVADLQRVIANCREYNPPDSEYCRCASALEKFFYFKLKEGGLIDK
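Compounds, pin-transferred from DMSO stocks, meet 20nM GCN5L2 for 15 min before the reaction begins with H3(1-25) peptide (75uM) and acetyl-CoA (70uM). Thiol-reactive ThioGlo1 reports CoA release over 20 min at room temperature.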
Numbers without * were called inactive; ? = inconclusive; / = no result given; [ ] = dose if it differs, or a comment. The call rests on the fitted dose curve; in most records, active means well fitted curve in the direction sought with a large enough effect; inconclusive means small, poorly fitted or top-dose-only effect, or another doubt; inactive means no such curve, though single readings can be large; an effect the other way counts as inactive or inconclusive. Unless noted, on the % scale 0 is the no-effect control and ±100 the full control effect; potency means the concentration at half of the fitted maximal effect.

SMILES	N370S GC	FEN1 inhibitor	KAT2A inh
Cc1cc(C)cc(C(=O)NC(CC(N)=O)c2ccc(NC3CCCCCC3)c([N+](=O)[O-])c2)c1 (stereo not given)	-5%	15%	-24%
COc1cc(C(=O)Nc2ccc(S(=O)(=O)Nc3ncccn3)cc2)c([N+](=O)[O-])cc1OC	-6%	3%	-15%
O=C(CN1CCN(Cc2ccc(F)cc2)CC1)Nc1nc2ccccc2s1	-9%	16%	-2%
COc1ccccc1OCC(=O)Nc1ccc(S(=O)(=O)NC(C)=O)cc1	-9%	7%	-1%
Cc1ccc(S(=O)(=O)Nc2cc(Cl)c(O)c3ncccc23)cc1	-14%	?	?
CCOC(=O)NC1(C(F)(F)F)C(=O)NC(C)=C1C(=O)OC (stereo not given)	-4%	-7%	0%
OCC1(Cc2ccc(Cl)cc2)CCN(CCCc2ccccc2)CC1	-6%	11%	-1%
CCOC(=O)C1CCCN(C(=O)c2ccc(CS(=O)(=O)Cc3ccccc3C)o2)C1 (stereo not given)	3%	-2%	-2%
CCOC(=O)C1CCN(C(=O)CN(Cc2ccc(Cl)cc2)S(C)(=O)=O)CC1	-3%	-3%	-6%
O=C(O)[C@H]1Cc2ccccc2CN1S(=O)(=O)c1ccc(F)cc1	-1%	-13%	2%
C=CCn1c(SCC(=O)NCC2CCCO2)nnc1-c1ccncc1 (stereo not given)	/	3%	-3%
COc1ccccc1-n1c(SCC(=O)c2ccc(O)cc2O)nc2cc([N+](=O)[O-])ccc21	14%	-13%	-12%
COc1ccc(C(=O)N(Cc2cc(OC)c(OC)c(OC)c2)C2CCS(=O)(=O)C2)cc1Cl (stereo not given)	/	-4%	-2%
CCOc1ccc(CN2CCN(Cc3ccc4c(c3)c3ccccc3n4CC)CC2)cc1	/	-10%	-11%
CCc1ccc(OCc2nnc(SCC(=O)NCC3CCCO3)n2C)cc1 (stereo not given)	-21%	-8%	-3%

Whole records, looked up by structure.
COc1ccccc1-n1c(SCC(=O)c2ccc(O)cc2O)nc2cc([N+](=O)[O-])ccc21 as listed: N370S GC: 14%; FEN1 inhibitor: -13%; KAT2A inh: -12%
COc1ccccc1OCC(=O)Nc1ccc(S(=O)(=O)NC(C)=O)cc1 as listed: N370S GC: -9%; FEN1 inhibitor: 7%; KAT2A inh: -1%

Further results follow.
SMILES	N370S GC	FEN1 inhibitor	KAT2A inh
Cc1nn(CCC#N)c(C)c1Oc1ccccc1O	-7%	-9%	20%
CCN1CCN(S(=O)(=O)c2ccc(Cl)c(C(=O)Nc3ccccc3N3CCCC3)c2)CC1	-4%	-13%	?
COC(=O)C(Cc1cccc(C)n1)(c1ccccc1)c1ccccc1	-13%	-17%	-23%
O=C1c2cccc3c(O)ccc(c23)C(=O)N1Cc1ccccc1	?	?	-16%
CCOC(=O)[C@H]1[C@H]2COc3cc(OC)ccc3[C@@H]2N2C(=O)CN(C)C(=O)[C@@]12C	/	0%	-1%
C/C(=N\Nc1nc(N)cc(Cl)n1)c1cccc([N+](=O)[O-])c1	-20%	10%	-7%
Cc1cccc(C(=O)Nc2nc(-c3nnn(-c4cc(F)ccc4F)c3C)ns2)c1	/	37%[activator]	6%
O=C(c1ccccc1)N1CCN(C2c3cccc4cccc(c34)C2NS(=O)(=O)c2ccccc2)CC1 (stereo not given)	22%	6%	-10%
CN(C(=O)C1CCCCC1)C1(C)CCS(=O)(=O)C1 (stereo not given)	1%	-4%	-9%
CSCCC(NC(=O)c1ccco1)C(=O)N1CCCC(C(F)(F)F)C1 (stereo not given)	/	18%	-4%
CC(C)CNC(=S)N1CCC(Cc2ccccc2)CC1	-2%	1%	2%
Cc1ccc(C(=O)NC2CCN(C(=O)N3CCOCC3)CC2)cc1	-20%	-18%	-1%
CN(C)CCNC(=O)c1ccc2c(=O)n(Cc3ccc(Cl)cc3)c(=S)[nH]c2c1	-20%	5%	3%
Cc1ccc(NC(=O)CSc2nc3ccccc3c(=O)n2CCC(=O)NC2CCCCC2)cc1C	/	13%	4%
CC(C)c1ccc(S(=O)(=O)Nc2ccc(O)c(Sc3ncn[nH]3)c2)cc1	-13%	9%	-2%

Seven of the entries above in order of the KAT2A inh value, low to high.
SMILES | KAT2A inh
COC(=O)C(Cc1cccc(C)n1)(c1ccccc1)c1ccccc1 | -23%
O=C1c2cccc3c(O)ccc(c23)C(=O)N1Cc1ccccc1 | -16%
CN(C(=O)C1CCCCC1)C1(C)CCS(=O)(=O)C1 (stereo not given) | -9%
Cc1ccc(C(=O)NC2CCN(C(=O)N3CCOCC3)CC2)cc1 | -1%
CN(C)CCNC(=O)c1ccc2c(=O)n(Cc3ccc(Cl)cc3)c(=S)[nH]c2c1 | 3%
Cc1ccc(NC(=O)CSc2nc3ccccc3c(=O)n2CCC(=O)NC2CCCCC2)cc1C | 4%
Cc1cccc(C(=O)Nc2nc(-c3nnn(-c4cc(F)ccc4F)c3C)ns2)c1 | 6%

New compounds follow:
SMILES	N370S GC	FEN1 inhibitor	KAT2A inh
COc1ccc(NC(=O)CSc2nnc(C3CCCCC3)n2N)cc1OC	-2%	-6%	-1%
O/N=C/c1ccn(-c2ccc(Br)cc2)c1	6%	13%	-6%
NC(=O)Cn1c(=O)n(CCC(=O)Nc2ccc(F)cc2)c(=O)c2sccc21	3%	-6%	1%
CCN1CCCC1CN(Cc1cc2ccc(C)cc2[nH]c1=O)C(=S)Nc1ccc(F)cc1 (stereo not given)	5%	-19%	-2%
CCOc1ccc(CCNc2nc3c(-c4ccc(C)cc4)nnn3c3ccccc23)cc1OCC	/	1%	-6%
O=C(NCc1ccccc1Cl)c1cnc2sc(N3CCOCC3)nn2c1=O	/	4%	8%
Cc1ccc(C(=O)NNC(=S)NC(=O)c2ccc(Cl)cc2Cl)cc1	7%	-14%	-2%
COc1cc(S(=O)(=O)N2CCCCC2)ccc1NC(=O)c1ccc(F)cc1	4%	-12%	1%
COc1ccccc1C(=O)Nc1cccc2cccnc12	-13%	?	1%
CCOC(=O)N1CCC(NC(=O)Cc2cn(C)c3ccccc23)CC1	2%	-5%	/
O=C(NN1C(=O)C2C(c3ccccc3)C=CC(c3ccccc3)C2C1=O)c1ccccc1 (stereo not given)	15%	-20%	-14%
O=[N+]([O-])c1cc([N+](=O)[O-])c(Oc2ccc(F)cc2)cc1NN1CCCCC1	-13%	-5%	0%
Cc1cn2c(=O)c(S(=O)(=O)Nc3ccc(N4CCOCC4)cc3)c(C)nc2s1	/	2%	-11%
Cc1ccc(S(=O)(=O)N2CCN(CC(=O)N/N=C/c3ccccc3OCC(=O)O)CC2)cc1	1%	0%	0%
Cc1c(NC(=O)CN2C(=O)NC(C)(c3ccccc3)C2=O)c(=O)n(-c2ccccc2)n1C (stereo not given)	2%	5%	1%

Among those listed so far, 5 contain a nitro group on carbon.
SMILES	N370S GC	FEN1 inhibitor	KAT2A inh
Cc1cc(C)cc(C(=O)NC(CC(N)=O)c2ccc(NC3CCCCCC3)c([N+](=O)[O-])c2)c1 (stereo not given)	-5%	15%	-24%
COc1cc(C(=O)Nc2ccc(S(=O)(=O)Nc3ncccn3)cc2)c([N+](=O)[O-])cc1OC	-6%	3%	-15%
COc1ccccc1-n1c(SCC(=O)c2ccc(O)cc2O)nc2cc([N+](=O)[O-])ccc21	14%	-13%	-12%
C/C(=N\Nc1nc(N)cc(Cl)n1)c1cccc([N+](=O)[O-])c1	-20%	10%	-7%
O=[N+]([O-])c1cc([N+](=O)[O-])c(Oc2ccc(F)cc2)cc1NN1CCCCC1	-13%	-5%	0%

Other structures:
SMILES	N370S GC	FEN1 inhibitor	KAT2A inh
COc1ccc(C)cc1S(=O)(=O)N(C)CC(=O)N1CCN(c2ccccc2)CC1	3%	0%	2%
O=[N+]([O-])c1ccccc1SNc1ccccn1	-8%	11%	-2%
O=C(CCn1c(=O)[nH]c2ccsc2c1=O)N(CCc1ccccc1)Cc1ccccc1	21%	4%	-2%
COc1ccc(CCNC(=O)C2CCN(c3ccc(N4CCOCC4)nn3)CC2)c(OC)c1	-13%	-2%	-13%
CCc1cc(=O)oc2cc(C)cc(OCC(=O)NCC3CCC(C(=O)O)CC3)c12 (stereo not given)	-1%	-12%	?
C=CCc1ccccc1OC[C@H](O)CNC(C)C	11%[21.6 µM]	/	-1%[21.4 µM]
CCOc1ccc(/C=C/C(=O)c2c(O)cc(C)oc2=O)cc1	-9%	-4%	-24%
CCOCCCNC(=S)Nc1ccc2nc(N3CCOCC3)cc(C)c2c1	27%	15%	-5%
CCOc1ccc(NC(=O)Cn2c(=O)n(CC3CCC(C(=O)NCCc4ccccc4)CC3)c(=O)c3ccccc32)cc1 (stereo not given)	/	-3%	-11%
O=C(c1ccccc1)n1nc(-c2ccccc2)nc1NCc1ccc(F)cc1	/	-21%	-7%
Cc1ccc(CNC(=O)c2oc3ccc(S(=O)(=O)N4CCC(C)CC4)cc3c2C)cc1	/	?	-3%
OC1CCN(c2c3c(nc4cc(-c5ccc(F)cc5)nn24)CCC3)CC1	-11%	-5%	-10%
O=c1nc(NC2CCCC2)ccn1Cc1cccc(Br)c1	9%	-3%	-1%
COc1cc2nc(NCCC(C)C)n3nc(-c4ccccc4)nc3c2cc1OC	/	4%	-5%
CCN1/C(=C2\OC(=S)N(C)C2=O)C=Cc2ccccc21	10%	-10%	-1%

Single entries from the results shown:
Value for OC1CCN(c2c3c(nc4cc(-c5ccc(F)cc5)nn24)CCC3)CC1 in KAT2A inh: -10%
Value for O=C(c1ccccc1)n1nc(-c2ccccc2)nc1NCc1ccc(F)cc1 in KAT2A inh: -7%

Further entries follow:
SMILES	N370S GC	FEN1 inhibitor	KAT2A inh
Cc1ccc(-c2ccc(CCC(=O)O)n2-c2ccc(C(=O)O)cc2)cc1	-4%	-10%	-14%
Nc1ccc(Br)c[n+]1Cc1cccc2cccnc12	-3%	-15%	-6%
Cc1ccc(/C=C2\SC(=S)N(CCC(=O)N3CCCCC3)C2=O)cc1	1%	0%	2%
Cc1ccc(/C=C(\NC(=O)c2ccccc2)C(=O)NC2CCN(Cc3ccccc3)CC2)o1	-18%	9%	-9%
O=C(/C=C/c1ccco1)NCC(=O)N/N=C/c1ccc([N+](=O)[O-])cc1	-7%	?	-22%
CCOC(=O)[C@H]1[C@H]2COc3ccc(C)cc3[C@@H]2N2C(=O)CN(Cc3ccco3)C(=O)[C@@]12C	/	-19%	0%
O=C(c1ccccc1)c1ccc(OC(=O)C2CCCCC2)cc1	4%	-8%	-2%
CCc1cccc(NC(=O)CNC(=O)N2CC(=O)Nc3ccccc32)c1	-23%	2%	-8%
CCOC(=O)C1CCCN(C(=O)COC(=O)c2cccs2)C1 (stereo not given)	/	6%	-7%
CC(C)CN1CCC(=O)N(C(CSc2ccc(Br)cc2)Cc2ccccc2)CC1 (stereo not given)	-5%	-4%	/
COCCCNC(=O)CN1C(=O)CSc2ncccc21	-3%	11%	-17%
CC(=O)Nc1ccc(N(C(=O)c2ccco2)C(C(=O)NC2CCCC2)c2cccs2)cc1 (stereo not given)	-13%	-4%	-2%
Cc1nc2ccccc2nc1OCc1cccc(Cl)c1	4%	-2%	29%
COc1nc(N(C)S(=O)(=O)c2ccc(C)cc2)nc(C)c1Br	2%	-14%	-7%
O=C(O)c1ccc(-c2nc(-c3ccccc3)cs2)cc1	-15%	-12%	-4%
COc1ccc(C(=O)NCC(=O)NCC(=O)OCC(=O)c2cccs2)cc1	-3%	0%	3%

The list is partial; count on the stated rates, not on these rows.
